KKLEB cytotox = counter-screen for CF NF-kB inhibitors: cytotoxicity | KKLEB CF airway cells viability, ATPlite luminescence, overnight; active compounds read low; cells stimulated with P. aeruginosa culture filtrate | activity change (cytotoxicity), % at 5 µM | 360,000 tested, 0.36% active;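 active = corrected activity change at or below -50% at 5 µM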
NR2E3 ag-1 = agonists of human nuclear receptor NR2E3; Q9Y5X4; GST-NR2E3/biotin-RetCOR TR-FRET, 1536-well; inhibition of corepressor binding, % at 4.78 µM; 320,000 tested, 0.12% active; AID 2300;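 active = percent inhibition above the cutoff of mean plus 3 SD of all tested compounds, set per screening campaign, cut at about 20% in these data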;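 also: 0% = DMSO wells and 100% = biotin wells as full block of FRET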
Target sequence (Q9Y5X4 whole entry, looked up): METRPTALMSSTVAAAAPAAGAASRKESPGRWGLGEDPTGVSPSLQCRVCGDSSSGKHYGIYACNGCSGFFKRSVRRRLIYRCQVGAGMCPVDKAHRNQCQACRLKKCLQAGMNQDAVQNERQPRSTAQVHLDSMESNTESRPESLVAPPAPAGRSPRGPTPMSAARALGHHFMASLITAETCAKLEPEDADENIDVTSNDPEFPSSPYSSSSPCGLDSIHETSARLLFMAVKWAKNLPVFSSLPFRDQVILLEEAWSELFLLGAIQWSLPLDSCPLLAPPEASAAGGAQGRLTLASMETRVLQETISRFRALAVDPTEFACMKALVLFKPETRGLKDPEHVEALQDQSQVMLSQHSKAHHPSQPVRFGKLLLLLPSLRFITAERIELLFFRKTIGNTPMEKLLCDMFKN
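Assay system: NR2E3–RetCOR corepressor complex. Quantity: 1.35 nM GST-NR2E3. Buffer or medium: pH 7.5 Tris-based buffer. Reagent: biotinylated RetCOR corepressor at 7 nM final. Schedule: 5 h at 4 °C. Detection: TR-FRET, emission read at 617 and 671 nm. Replicates: one well per compound, singlicate testing.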
LMP1 NFkB inh = reduces LMP1-driven NF-kappaB luciferase signal; LMP1-induced NF-kappaB luciferase reporter cells, luminescence; inhibition, % at 12.5 µM; 350,000 tested, 0.69% active; AID 504558; in the data active = inhibition above about 41%;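 also: 0% = neutral control wells and 100% = reference inhibitor control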
MITF TRPM1 inh = reduces MITF-dependent TRPM1 promoter luciferase signal | SK-MEL-5 TRPM1 promoter luciferase, 24 h | inhibition, % at 12.5 µM | 330,000 tested, 0.83% active | AID 488899;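 active = mean inhibition across replicates of 60% or more, whatever share of single replicates reaches that level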; also: values of inactives mirror those of a sister screen read the other way
NR2E3 ag-2 = activates human NR2E3 receptor | Q9Y5X4 | CHO-S Gal4-NCOR/VP16-NR2E3 two-hybrid, luciferase | inhibition of corepressor binding, % at 3.98 µM | 360,000 tested, 0.35% active | AID 602229;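 active = inhibition above the mean of all tested compounds plus 3 SD, cut at about 70% in these data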;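 also: 0% = DMSO with NR2E3 transfected cells and 100% = cells lacking NR2E3 construct; higher means lower luciferase signal from less NR2E3 corepressor binding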
HIF-2a inh = HIF-2a inhibition; 786-0 RCC cells HIF-2a reporter, luciferase luminescence, overnight; inhibition, % at 18.8 µM; 360,000 tested, 0.72% active;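 active = inhibition of the luminescence signal of 40% or more relative to plate controls, in a single-dose primary screen at 18.75 µM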
hiPSC survival = enhancers of human iPSC single-cell survival | hiPSC single-cell survival, ATPlite luminescence; 100% = ROCK inhibitor wells, 0% = DMSO | survival enhancement, % at 20 µM | 360,000 tested, 0.044% active; in the data active = survival enhancement above about 18%;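 also: cells exposed to compounds for 16 hours before the ATP read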
C8 TRAIL sens = caspase-8 TRAIL sensitization. AID 624354. NB7+C8 cells + TRAIL, ATPlite viability luminescence. 360,000 tested, 1% active. inhibition (viability loss, TRAIL sensitization), % at 10 µM;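 active = compounds causing at least 50% loss of cell viability in the single-dose screen, relative to plate controls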
Peg3 prom inh = inhibitors of Peg3 promoter; HeLa PEG-Prom luciferase reporter, luminescence, overnight; inhibition, % at 20 µM; 360,000 tested, 1.7% active;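 active = inhibition of at least 50% at 20 µM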
Shn3 inh set2 = Schnurri-3 reporter inhibition in Clone20 osteoblasts; Clone20 osteoblast Shn3 3'UTR firefly luciferase, 24 h; inhibition, % at 12.5 µM; 360,000 tested, 0.52% active; AID 588674;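 active = mean inhibition of at least 75% with every replicate also reaching 75%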;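 also: 0% = median of neutral control wells and 100% = pilot-screen positive control compound; some compounds past the cut are filed as inactive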
CF NFkB block = blocks PAF-induced NF-kB reporter in cystic fibrosis cells; KKLEB NF-kB-GFP reporter, GFP fluorescence overnight; inhibition, % at 5 µM; 360,000 tested, 0.86% active;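 active = at least 50% inhibition at 5 µM, scaled per plate between neutral and stimulator controls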;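 also: PAF is a Pseudomonas aeruginosa culture filtrate used as stimulus; plate controls were PAF-stimulated DMSO wells for no effect and unstimulated DMSO wells for full effect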
An asterisk follows results filed as active. An excerpt; rates above refer to the full screens.

CCOc1nc(-c2ccccc2)ccc1-c1noc(-c2ccncc2)n1 was read as KKLEB cytotox 8, NR2E3 ag-1 5, LMP1 NFkB inh -16, MITF TRPM1 inh -14, NR2E3 ag-2 -8, HIF-2a inh 12, hiPSC survival 3.0, C8 TRAIL sens 8, Peg3 prom inh 39, Shn3 inh set2 -8 and CF NFkB block -12.
For CCS(=O)(=O)c1nc(S(=O)(=O)c2ccc(Cl)cc2)c(N2CCc3ccccc3C2)s1 the results were KKLEB cytotox -17, NR2E3 ag-1 -1, LMP1 NFkB inh 4, MITF TRPM1 inh -5, NR2E3 ag-2 -43, HIF-2a inh -6, hiPSC survival -2.6, C8 TRAIL sens 2, Peg3 prom inh 25, Shn3 inh set2 4 and CF NFkB block 21.
For Cc1cccc(N(C(=O)c2snc(C(N)=O)c2N)C(C(=O)NC2CCCC2)c2ccc(C)o2)c1 (centres undefined) the results were KKLEB cytotox -8, NR2E3 ag-1 -2, LMP1 NFkB inh -13, MITF TRPM1 inh 0, NR2E3 ag-2 0, HIF-2a inh 0, hiPSC survival -0.3, C8 TRAIL sens -18, Peg3 prom inh 28, Shn3 inh set2 31 and CF NFkB block 1.
`CN1CCN(C(=O)c2cn(C)c3ccc(S(=O)(=O)N(C)C4CCCCC4)cc3c2=O)CC1` gave KKLEB cytotox 8, NR2E3 ag-1 -5, LMP1 NFkB inh -5, MITF TRPM1 inh 2, NR2E3 ag-2 9, HIF-2a inh 2, hiPSC survival -1.0, C8 TRAIL sens -13, Peg3 prom inh 0, Shn3 inh set2 -8 and CF NFkB block -6.
For O=C(Cc1ccc(S(=O)(=O)N2CCCC2)s1)N1CCN(c2ccc(F)cc2)CC1 the results were KKLEB cytotox 13, NR2E3 ag-1 2, LMP1 NFkB inh 8, MITF TRPM1 inh -3, NR2E3 ag-2 -26, HIF-2a inh -5, hiPSC survival 0.5, C8 TRAIL sens 7, Peg3 prom inh 2, Shn3 inh set2 17 and CF NFkB block -19.
For COc1cccc(N=Nc2c(=O)[nH]n3c(=O)c4c([nH]c23)CCC4)c1 the results were KKLEB cytotox -2, NR2E3 ag-1 -7, LMP1 NFkB inh -10, MITF TRPM1 inh -1, NR2E3 ag-2 -12, HIF-2a inh 20, hiPSC survival 1.5, C8 TRAIL sens 7, Peg3 prom inh 15, Shn3 inh set2 0 and CF NFkB block -1.
For Cc1cc(/C=C2/NC(=O)N(c3ccccc3)C2=O)c(C)n1C(C)C the results were KKLEB cytotox 14, NR2E3 ag-1 1, LMP1 NFkB inh 2, MITF TRPM1 inh -35, NR2E3 ag-2 -22, HIF-2a inh -126, hiPSC survival -0.6, C8 TRAIL sens 7, Peg3 prom inh -144, Shn3 inh set2 -32 and CF NFkB block -11.
`COc1ccc(-c2c(NC(=O)c3ccco3)oc3ccccc3c2=O)cc1` gave KKLEB cytotox 27, NR2E3 ag-1 5, LMP1 NFkB inh 5, MITF TRPM1 inh 3, NR2E3 ag-2 -11, HIF-2a inh -22, hiPSC survival 0.1, C8 TRAIL sens 2, Peg3 prom inh -9, Shn3 inh set2 -19 and CF NFkB block -40.
COc1ccc(CCNC(=O)CSCc2n[nH]c(=O)[nH]2)cc1OC was read as KKLEB cytotox -5, NR2E3 ag-1 -1, LMP1 NFkB inh -10, MITF TRPM1 inh 2, NR2E3 ag-2 -3, HIF-2a inh -2, hiPSC survival -2.1, C8 TRAIL sens 4, Peg3 prom inh -5, Shn3 inh set2 -12 and CF NFkB block -1.
For CC(C)(O)C#Cc1ncc(C(F)(F)F)cc1Cl the results were KKLEB cytotox -8, NR2E3 ag-1 2, LMP1 NFkB inh 5, MITF TRPM1 inh -4, NR2E3 ag-2 -14, HIF-2a inh 14, hiPSC survival -0.3, C8 TRAIL sens 2, Peg3 prom inh 5, Shn3 inh set2 -6 and CF NFkB block 11.
For CC1CCCN(C(=O)COC(=O)C2CCN(S(=O)(=O)c3c(Cl)cccc3Cl)CC2)C1 (centres undefined) the results were KKLEB cytotox -4, NR2E3 ag-1 -3, LMP1 NFkB inh -12, MITF TRPM1 inh 0, NR2E3 ag-2 12, HIF-2a inh 10, hiPSC survival -0.2, C8 TRAIL sens 5, Peg3 prom inh -13, Shn3 inh set2 -23 and CF NFkB block -2.
For Cc1ccc(NC(=S)N(Cc2ccccc2)C(C)C)cc1 the results were KKLEB cytotox 4, NR2E3 ag-1 0, LMP1 NFkB inh 1, MITF TRPM1 inh -18, NR2E3 ag-2 3, HIF-2a inh -31, hiPSC survival -0.7, C8 TRAIL sens 9, Peg3 prom inh -1, Shn3 inh set2 -4 and CF NFkB block 6.
CC(=O)Nc1ccc(C(=O)COC(=O)c2ccco2)c(F)c1 was read as KKLEB cytotox 5, NR2E3 ag-1 7, LMP1 NFkB inh -6, MITF TRPM1 inh -18, NR2E3 ag-2 -9, HIF-2a inh 2, hiPSC survival -0.2, C8 TRAIL sens 0, Peg3 prom inh -41, Shn3 inh set2 -18 and CF NFkB block -7.
For O=C(O)/C=C/C(=O)NCC1CCC(CNC(=O)/C=C/C(=O)O)CC1 (centres undefined) the results were KKLEB cytotox 11, NR2E3 ag-1 1, NR2E3 ag-2 -36, HIF-2a inh 6, hiPSC survival -0.8, C8 TRAIL sens 0, Peg3 prom inh 2, Shn3 inh set2 -6 and CF NFkB block 13.
COCCNC(=O)C1CCC(Cn2c(=S)[nH]c3ccccc3c2=O)CC1 (centres undefined) was read as KKLEB cytotox -10, NR2E3 ag-1 1, LMP1 NFkB inh 4, MITF TRPM1 inh 10, NR2E3 ag-2 10, HIF-2a inh 12, hiPSC survival 5.1, C8 TRAIL sens -3, Peg3 prom inh 10, Shn3 inh set2 5 and CF NFkB block -44.
S=c1[nH]nc(-c2cccnc2)o1 was read as KKLEB cytotox 0, NR2E3 ag-1 1, LMP1 NFkB inh 1, MITF TRPM1 inh 0, NR2E3 ag-2 -39, HIF-2a inh 0, hiPSC survival -1.0, C8 TRAIL sens 2, Peg3 prom inh 1, Shn3 inh set2 -6 and CF NFkB block -6.
Cc1ccc(S(=O)(=O)Nc2ccc(NC(=O)c3cccs3)cc2)cc1 was read as KKLEB cytotox 7, NR2E3 ag-1 4, LMP1 NFkB inh -6, MITF TRPM1 inh -10, NR2E3 ag-2 4, HIF-2a inh 14, hiPSC survival -1.4, C8 TRAIL sens -6, Peg3 prom inh 11, Shn3 inh set2 7 and CF NFkB block -42.
`CC(=O)c1cccc(NC(=O)N2CCCC2C(=O)Nc2c(C)cccc2C)c1` (centres undefined) gave KKLEB cytotox -8, NR2E3 ag-1 -2, LMP1 NFkB inh -7, MITF TRPM1 inh 3, NR2E3 ag-2 -25, HIF-2a inh 7, hiPSC survival 2.7, C8 TRAIL sens -6, Peg3 prom inh 17, Shn3 inh set2 8 and CF NFkB block 17.
OC(CNCCC1C=Nc2ccccc21)Cn1c2ccc(Cl)cc2c2cc(Cl)ccc21 (centres undefined) was read as KKLEB cytotox -30, NR2E3 ag-1 1, LMP1 NFkB inh -54, MITF TRPM1 inh 91*, NR2E3 ag-2 20, HIF-2a inh 14, hiPSC survival -4.9, C8 TRAIL sens 13, Peg3 prom inh 102*, Shn3 inh set2 93* and CF NFkB block 31.
`O=C(OCC(=O)N1CCN(c2ccccc2)CC1)c1ccccn1` gave KKLEB cytotox 8, NR2E3 ag-1 2, LMP1 NFkB inh 1, MITF TRPM1 inh 12, NR2E3 ag-2 -6, HIF-2a inh 7, hiPSC survival -2.9, C8 TRAIL sens -6, Peg3 prom inh 4, Shn3 inh set2 -14 and CF NFkB block -5.
For O=C(c1ccccc1)N1CCN(Cc2c[nH]c3ccccc23)CC1 the results were KKLEB cytotox 0, NR2E3 ag-1 1, LMP1 NFkB inh -2, MITF TRPM1 inh 10, NR2E3 ag-2 3, HIF-2a inh -1, hiPSC survival 0.0, C8 TRAIL sens -3, Peg3 prom inh 7, Shn3 inh set2 -5 and CF NFkB block 9.
`Cc1ccc(C)c(C(=O)CCC(=O)N2CCN(c3ncccn3)CC2)c1` gave KKLEB cytotox -6, NR2E3 ag-1 0, LMP1 NFkB inh -2, MITF TRPM1 inh -27, NR2E3 ag-2 -22, HIF-2a inh -85, hiPSC survival -0.3, C8 TRAIL sens -3, Peg3 prom inh -70, Shn3 inh set2 2 and CF NFkB block -9.
For COc1ccccc1NC(=O)C(C)OC(=O)C1CCC(C(C)(C)C)CC1 (centres undefined) the results were KKLEB cytotox 3, NR2E3 ag-1 6, LMP1 NFkB inh -9, MITF TRPM1 inh -12, NR2E3 ag-2 -24, HIF-2a inh 0, hiPSC survival -0.4, C8 TRAIL sens 12, Peg3 prom inh 14, Shn3 inh set2 0 and CF NFkB block 10.
Screening CNC(=S)N(CCc1cccc(C)c1)Cc1cc2cc(OC)c(OC)cc2[nH]c1=O returned KKLEB cytotox 3, NR2E3 ag-1 5, LMP1 NFkB inh 7, MITF TRPM1 inh 7, NR2E3 ag-2 -23, HIF-2a inh 22, hiPSC survival -0.8, C8 TRAIL sens -3, Peg3 prom inh 14, Shn3 inh set2 5 and CF NFkB block -6.
For C=CCn1c(CCCNC(=O)C(C)(C)C)nc2ccccc21 the results were KKLEB cytotox -2, NR2E3 ag-1 -2, LMP1 NFkB inh 9, MITF TRPM1 inh 2, NR2E3 ag-2 -44, HIF-2a inh 8, hiPSC survival 1.9, C8 TRAIL sens 2, Peg3 prom inh 5, Shn3 inh set2 -1 and CF NFkB block -1.
For Cn1cccc1-c1cc(C(=O)N/N=C/c2ccc([N+](=O)[O-])cc2)[nH]n1 the results were KKLEB cytotox 0, NR2E3 ag-1 1, LMP1 NFkB inh 3, MITF TRPM1 inh 24, NR2E3 ag-2 -23, HIF-2a inh 1, hiPSC survival 1.1, C8 TRAIL sens 10, Peg3 prom inh 5, Shn3 inh set2 14 and CF NFkB block -10.
Screening CCC(=O)N/N=C(\C)CC(=O)Nc1ccc(F)cc1 returned KKLEB cytotox 7, NR2E3 ag-1 -3, LMP1 NFkB inh -5, MITF TRPM1 inh 8, NR2E3 ag-2 -2, HIF-2a inh 16, hiPSC survival 5.5, C8 TRAIL sens -2, Peg3 prom inh 7, Shn3 inh set2 -22 and CF NFkB block -6.
For CC(C)N1C(=O)N(c2cccc(Cl)c2)C(C)(O)CC1(C)C (centres undefined) the results were KKLEB cytotox 8, NR2E3 ag-1 0, LMP1 NFkB inh 1, MITF TRPM1 inh 5, NR2E3 ag-2 2, HIF-2a inh 13, hiPSC survival 0.6, C8 TRAIL sens 10, Peg3 prom inh 2, Shn3 inh set2 20 and CF NFkB block -4.

Bioassay records: PubChem, several laboratories
